# High-throughput results from PubChem.
# TAAR1 agonist: human TAAR1 agonism; CHO RD-HGA16 TAAR1, Fluo-8 calcium fluorescence; vehicle wells 0%, saturating PEA agonist 100%; activation, % at 3 µM; 0.99% of 360,000 active; AID 624467;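 active = activation above the mean activation of all test compounds in the run plus 3 SD, cut at about 38% in these data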
# Target sequence (Q96RJ0 whole entry, looked up): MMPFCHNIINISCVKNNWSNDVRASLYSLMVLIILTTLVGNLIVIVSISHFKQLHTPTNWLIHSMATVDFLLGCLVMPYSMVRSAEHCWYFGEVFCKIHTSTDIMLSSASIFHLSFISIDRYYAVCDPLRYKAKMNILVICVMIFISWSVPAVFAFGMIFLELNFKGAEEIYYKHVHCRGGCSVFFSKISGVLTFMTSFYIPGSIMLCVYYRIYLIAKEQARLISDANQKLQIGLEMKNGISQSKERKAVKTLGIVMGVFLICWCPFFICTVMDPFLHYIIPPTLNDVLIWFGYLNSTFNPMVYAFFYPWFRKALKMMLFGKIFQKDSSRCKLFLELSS
#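 Signal – calcium-sensitive Fluo-8 signal, excitation 470-495, emission 515-575 nm · System – RD-HGA16 (CHO) cells co-expressing Gα16 and hTAAR1 · Incubation – 17-24 h seeding, 75 min 37 °C dye, 30 min RT · Compound dosing – 3 µM single concentration · Repeats – no replicates (n 1)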
# CHRM5 agonist: CHRM5 agonism in calcium assay | activation, % at 3 µM | P08912 | 0.19% of 360,000 active | AID 624037 | CHO-K1 hM5 cells, Fluo-8 calcium fluorescence; 0% DMSO wells, 100% maximal acetylcholine response;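 active = activation above the run's mean over test compounds plus 3 SD, cut at about 23% in these data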;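 also: signal is peak over basal fluorescence ratio across the kinetic read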
# Target sequence (P08912 whole entry, looked up): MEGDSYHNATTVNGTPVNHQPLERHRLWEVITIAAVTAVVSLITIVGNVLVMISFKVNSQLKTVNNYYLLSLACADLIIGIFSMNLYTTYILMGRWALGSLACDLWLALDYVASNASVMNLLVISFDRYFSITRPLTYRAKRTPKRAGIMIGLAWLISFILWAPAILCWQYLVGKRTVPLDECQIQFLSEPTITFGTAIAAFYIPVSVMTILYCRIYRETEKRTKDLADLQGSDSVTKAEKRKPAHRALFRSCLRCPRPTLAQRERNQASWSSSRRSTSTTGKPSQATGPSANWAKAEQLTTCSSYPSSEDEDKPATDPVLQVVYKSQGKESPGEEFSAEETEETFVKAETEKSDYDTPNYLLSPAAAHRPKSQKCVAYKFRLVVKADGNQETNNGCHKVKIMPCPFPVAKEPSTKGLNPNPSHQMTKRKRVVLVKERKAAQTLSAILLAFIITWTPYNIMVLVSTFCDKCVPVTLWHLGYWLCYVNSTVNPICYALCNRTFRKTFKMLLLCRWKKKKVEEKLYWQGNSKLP
# M1 antag: human CHRM1 antagonism; AID 588852; 1.3% of 360,000 active; CHO-K1 hM1, Fluo-8 calcium fluorescence, ACh EC80 antagonist; P11229; inhibition, % at 3 µM;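 active = percent inhibition above its own plate's cutoff, namely the mean of that plate's compound wells plus 3 SD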;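 also: peak over basal fluorescence ratio during 140 s after agonist addition; 0% = ACh EC80 plus DMSO and 100% = DMSO alone without agonist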
# CHRM4 agonist: agonists of human muscarinic M4 receptor (CHRM4); P08173; CHO-K1 hM4/Gqi5, Fluo-8 calcium fluorescence; vehicle 0%, full acetylcholine response 100%; activation, % at 3 µM; 0.14% of 360,000 active; AID 624127;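 active = activation above the run mean over all test wells plus 3 SD, cut at about 32% in these data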;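 also: peak over basal fluorescence ratio per well then scaled between controls; 0% = DMSO wells and 100% = acetylcholine at EC100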
# M5 antag: blocks acetylcholine activation of human M5 receptor | CHO-hM5 cells, Fluo-8 calcium fluorescence, ACh EC80 | inhibition, % at 3 µM | 0.59% of 360,000 active | AID 624040;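 active = inhibition above a per-plate cutoff, the mean of that plate's test compounds plus 3 SD, cut at about 27% in these data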;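 also: 0% = acetylcholine EC80 with DMSO and 100% = DMSO without agonist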
# M4 antag: CHRM4 antagonism in calcium assay; P08173; CHO-hM4 cells, ACh EC80, Fluo-8 calcium fluorescence; inhibition, % at 3 µM; 0.73% of 360,000 active;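 active = inhibition above its plate's cutoff, the mean inhibition of sample wells plus 3 SD, cut at about 27% in these data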;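 also: 0% = acetylcholine EC80 with DMSO and 100% = DMSO without agonist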
# CHRM1 PAM: human CHRM1 positive allosteric modulation; P11229; CHO-K1 hM1, Fluo-8 calcium fluorescence, ACh EC20; 0% = ACh EC20, 100% = maximal ACh; activation, % at 3 µM; 0.088% of 360,000 active; in the data active = activation above about 19%, passing the limit was not always enough
# M1 ag: human M1 muscarinic receptor agonism | AID 588814 | CHO-K1 hM1, Fluo-8 calcium fluorescence, agonist mode; 0% DMSO, 100% acetylcholine EC100 | activation, % at 3 µM | 0.33% of 360,000 active;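 active = activation above the run's mean compound activation plus 3 SD, cut at about 16% in these data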;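 also: peak over basal fluorescence ratio within a 140 s kinetic read after compound addition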
# CHRM5 PAM: positive allosteric modulators of human muscarinic M5 receptor; CHO-K1 hM5, Fluo-8 calcium, ACh EC20 PAM; 0% = ACh EC20, 100% = ACh EC100; activation, % at 3 µM; 0.3% of 360,000 active; P08912;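 active = activation above the run cutoff, the mean activation of all test compounds plus 3 SD, cut at about 18% in these data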
#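 Replicates: One well per compound, no replicates | System: Human M5 receptor in CHO-K1 cells | Benchmarks: Low control EC20 acetylcholine (0%), high control EC100 acetylcholine (100%) | Probe or stimulus: Acetylcholine, EC20 level | Times: Fluo-8 loading 80 min at 37 °C plus 30 min room temperature | Signal: Intracellular calcium via Fluo-8 fluorescence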
# An asterisk follows results filed as active; . = no result given. An excerpt; count on the stated rates, not on these rows.
SMILES,TAAR1 agonist,CHRM5 agonist,M1 antag,CHRM4 agonist,M5 antag,M4 antag,CHRM1 PAM,M1 ag,CHRM5 PAM
O=C1/C(=C/c2ccccc2)Oc2cc(OC(=O)N3CCOCC3)ccc21,0,0,-4,1,-5,-4,9,-5,7
Cc1nc2ccc(F)cc2cc1C(=O)NCc1ccco1,3,2,-18,4,5,-1,11,0,-1
Cc1ccc(CN2CCN(C3CCCC3)C(CCO)C2)s1 (centres undefined),1,-10,2,2,4,7,-4,-8,6
O=C(NCc1ccccc1)C(CCc1ccccc1)n1c(=O)c(-c2cc3ccccc3[nH]2)nc2ccccc21 (centres undefined),0,3,.,2,5,-4,.,.,2
COc1ccc(Nc2nnc(Cc3ccncc3)c3ccccc23)c(OC)c1,1,-5,4,1,8,8,3,51*,-3
Cn1c(CC(=O)NN)c(Sc2ccccc2)c2ccccc21,3,-6,-17,1,9,-9,7,-5,-2
CCCN(CC(=O)Nc1cc(Cl)ccc1Cl)C(=O)c1ccc2n[nH]nc2c1,3,1,-8,0,4,8,19,2,-1
Cc1c(C(C)(C)O)[nH]c2cc(C(F)(F)F)ccc12,15,3,3,6,15,1,-6,0,-5
Cc1cc(C)c(C#N)c(SCC(=O)NC2CC2)n1,13,0,-6,0,12,-2,4,-6,1
CCN(CC(=O)NCc1cccs1)C(=O)c1ccc(NS(=O)(=O)c2ccc(C(C)=O)cc2)cc1,3,1,-12,1,-13,-8,8,-4,5
COc1cc(CNC(=O)c2cc(-c3ccc(F)cc3C)n[nH]2)cc(OC)c1,0,4,-6,1,10,-3,10,-1,1
Cc1ccc(C)c(OCC(=O)Nc2ccncc2)c1,2,14,-4,12,4,-4,3,0,-9
COc1ccc(CNC(=O)c2sccc2-c2ccccc2)cc1OC,3,9,9,14,-11,-9,-6,4,-12
COC(=O)C(C(=O)OC)C(CC(=O)c1ccc(C)cc1)c1cc(OC)c(OC)c(OC)c1 (centres undefined),-1,-1,3,1,9,2,-4,0,-1
Cc1cc(C)nc(N(C#N)CCOc2ccc(Cl)cc2)n1,3,-4,-2,-1,2,3,2,-3,-4
CCOC(=O)c1c(CN2CCN(c3ccccc3)CC2)oc2cc(Br)c(O)cc12,1,-2,-2,-1,4,-4,-1,-8,-9
O=C(CCS(=O)(=O)c1cccs1)Nc1ccc(C(=O)NC2CCCC2)cc1,0,1,-18,2,5,16,9,-3,-1
Cc1cccnc1NC(=O)CCn1c(=O)oc2ccccc21,4,1,-7,2,1,1,-2,-3,0
O=C(Nc1c(C(=O)N2CCN(c3ccccn3)CC2)oc2ccccc12)c1cccc([N+](=O)[O-])c1,1,-2,0,3,7,11,2,-2,-3
O=C(COC(=O)c1ccccc1NCCO)NCCC1=CCCCC1,0,-2,-13,2,1,-2,10,-4,4
O=S(=O)(Nc1ccc(N=Nc2ccccc2)cc1)c1ccccc1,-2,-2,5,0,4,7,-5,-5,-6
CC(=O)c1ccc(Nc2nc(-c3cccnc3)cs2)cc1,4,0,-7,0,-7,4,2,0,5
COc1ccc(CN(C(=O)c2nsc(Cl)c2Cl)C(C(=O)NC2CCCCC2)c2ccc(OC)cc2)cc1 (centres undefined),2,-1,1,3,-4,-3,-4,-5,-8
Cc1noc(C)c1-c1ccc(C(=O)NCc2ccco2)c2occc12,-2,0,-17,1,-3,-11,9,-4,-2
CC(C)(C)OC(=O)NCCCCCNC(=O)c1[nH]cnc1C(=O)Nc1cc(Br)ccc1F,2,2,-8,1,-8,-22,3,-1,-1
O=C(CSc1nnc(NC(=O)c2c(F)cccc2F)s1)NCC1CCCO1 (centres undefined),0,-3,-6,0,-1,-6,12,-3,5
CC(C)=CC(=O)Nc1nnc(C(C)C)s1,13,2,-25,1,-5,-6,19,0,2
CC1(C(=O)Nc2ccc3nc[nH]c3c2)CCN1C(=O)c1ccccc1CCc1ccccc1 (centres undefined),9,3,8,9,4,-8,-4,0,-5
CCOCCCNC(=O)Cc1c(C(=O)O)[nH]c2ccc(Cl)cc12,2,2,12,-1,1,6,-4,-4,-4
CN1CCN(c2oc(Cc3cccc4ccccc34)nc2C#N)CC1,7,-11,-11,2,12,9,10,-6,-4
Cc1cccc(Nc2ccccc2)c1,12,-2,-6,0,1,-4,3,-3,-2
CCOC(=O)Cc1csc(NC(=O)/C=C/c2ccco2)n1,12,3,-9,8,-1,-1,3,-2,-5
CCOC(=O)N1CCC(N2C(=O)c3cc(C(=O)NC4CCCCC4)ccc3C2O)CC1 (centres undefined),-1,-1,-18,0,-6,-11,8,-5,0
Cc1c(C2(O)CCCCC2)[nH]c2cc(C(F)(F)F)ccc12,16,-2,22,11,5,33*,-15,-7,-28
COc1cc(/C=N\NC(=O)C(C)(C)O)ccc1OC/C=C/c1ccccc1,3,0,10,8,15,-7,-7,-1,-9
CC1(C(=O)OCC(=O)Nc2nnc(-c3ccccc3)o2)CC1(Cl)Cl (centres undefined),1,1,-3,1,1,-12,4,-2,-1
Oc1cccc(/C=N\Nc2nncc(-c3ccccc3)n2)c1,5,4,11,5,-5,3,-14,-2,-2
Cc1ccc(NC(=O)Cn2cnc3sc(C(=O)NCc4ccco4)c(C)c3c2=O)cc1Cl,5,-2,-6,3,0,-2,6,-6,-1
Cc1cc2c(=O)n(C)c(SCC(=O)Nc3cccc(F)c3)nc2s1,10,0,4,2,3,3,-1,-5,-2
CCOC(=O)CC1C(=O)NCCN1C(=S)NC(=O)c1ccccc1OC (centres undefined),1,0,-9,0,-15,-5,10,-1,10
O=S(=O)(Cc1cc(N2CCOCC2)nc(-c2ccccn2)n1)c1ccccc1,5,-3,0,2,12,0,8,-9,-3
O=C(NCc1cccs1)c1cc(S(=O)(=O)N2CCOCC2)ccc1N1CCCC1,-1,0,-3,2,11,-3,7,-5,3
O=C(CCNc1n[nH]c(=O)[nH]c1=O)N/N=C\c1cccc(OCc2ccccc2)c1,12,0,3,1,0,1,1,-8,11
COc1cc(-c2nnc(COC(=O)c3ccc(C)o3)o2)cc(OC)c1OC,7,3,-3,0,-4,-8,4,-1,7
O=C(O)C1CCN(C(=O)Cc2ccccc2)CC1,2,-1,-11,3,6,3,12,0,7
O=S(Cc1cc(Sc2ccccc2)nc(-c2ccccc2)n1)c1ccccc1 (centres undefined),0,-4,-1,0,7,-4,-2,-3,3
Cc1c(C)n(C)c2ccc(C(=O)NCc3cccs3)cc12,1,-1,4,2,-2,-3,3,-4,-5
O=C(NCc1ccccc1Cl)C(=O)NCC(c1ccco1)N1CCOCC1 (centres undefined),3,4,-2,0,10,9,3,-3,-5

# By substructure: the compounds so far with bromine
SMILES,TAAR1 agonist,CHRM5 agonist,M1 antag,CHRM4 agonist,M5 antag,M4 antag,CHRM1 PAM,M1 ag,CHRM5 PAM
CCOC(=O)c1c(CN2CCN(c3ccccc3)CC2)oc2cc(Br)c(O)cc12,1,-2,-2,-1,4,-4,-1,-8,-9
CC(C)(C)OC(=O)NCCCCCNC(=O)c1[nH]cnc1C(=O)Nc1cc(Br)ccc1F,2,2,-8,1,-8,-22,3,-1,-1

# Grouped by structure: the compounds so far containing a CF3 group
SMILES,TAAR1 agonist,CHRM5 agonist,M1 antag,CHRM4 agonist,M5 antag,M4 antag,CHRM1 PAM,M1 ag,CHRM5 PAM
Cc1c(C(C)(C)O)[nH]c2cc(C(F)(F)F)ccc12,15,3,3,6,15,1,-6,0,-5
Cc1c(C2(O)CCCCC2)[nH]c2cc(C(F)(F)F)ccc12,16,-2,22,11,5,33*,-15,-7,-28

# An excerpt of these results, with two lines to a compound.
# Sequence of screens: TAAR1 agonist	CHRM5 agonist	M1 antag	CHRM4 agonist	M5 antag	M4 antag	CHRM1 PAM	M1 ag	CHRM5 PAM
- CCOC(=O)CC1C(=O)NCCN1C(=S)NC(=O)c1ccccc1OC (centres undefined)
    1	0	-9	0	-15	-5	10	-1	10
- O=S(=O)(Cc1cc(N2CCOCC2)nc(-c2ccccn2)n1)c1ccccc1
    5	-3	0	2	12	0	8	-9	-3
- O=C(NCc1cccs1)c1cc(S(=O)(=O)N2CCOCC2)ccc1N1CCCC1
    -1	0	-3	2	11	-3	7	-5	3
- O=C(CCNc1n[nH]c(=O)[nH]c1=O)N/N=C\c1cccc(OCc2ccccc2)c1
    12	0	3	1	0	1	1	-8	11
- COc1cc(-c2nnc(COC(=O)c3ccc(C)o3)o2)cc(OC)c1OC
    7	3	-3	0	-4	-8	4	-1	7
- O=C(O)C1CCN(C(=O)Cc2ccccc2)CC1
    2	-1	-11	3	6	3	12	0	7

# (continued)
SMILES,TAAR1 agonist,CHRM5 agonist,M1 antag,CHRM4 agonist,M5 antag,M4 antag,CHRM1 PAM,M1 ag,CHRM5 PAM
CCCCNC(=O)C1CCC(=O)N1CCc1ccccc1 (centres undefined),4,-4,-14,1,-5,-13,7,-4,4
O=C(CN1C(=O)COc2ccccc21)NC1CCCC1,1,-5,-3,0,-5,-34,6,-9,4
COC(=O)C1(C)CCCC2(C)C1CCC13OCC(CC21)C(O)(C(C)C)C3O (centres undefined),2,-1,-14,2,0,-18,6,-4,-3
OCCC1CN(Cc2cnc(-c3ccc(Cl)cc3)nc2)CCN1C1CCCCC1 (centres undefined),0,-9,18,5,30*,2,-14,-6,-14
COc1ccc(S(=O)(=O)Nc2cccc3ccc(O)cc23)cc1,3,17,11,10,-8,14,3,3,13
Cc1[nH]c2c(C)cccc2c(=O)c1Br,-2,3,-5,1,0,6,0,-1,-1
Cc1nc(-c2cccc(NS(=O)(=O)c3ccccc3)c2)cs1,5,-2,-45,3,-7,0,10,0,-7
Nc1nc(NCCO)nc(NC2CCCCC2)c1[N+](=O)[O-],22,7,-11,1,7,2,11,6,-4
CCOC(=O)c1c(C)[nH]c(C(=O)CSc2nnc(C3CC3)n2N)c1C,-2,2,-4,0,3,0,12,1,2
CCN(CC)S(=O)(=O)c1ccc(OC)c(NC(=O)CCS(=O)(=O)Cc2ccccc2)c1,10,-1,-26,4,-6,5,13,0,2

# Shown as a hit in M1 ag, of those listed so far:
smiles	CHRM5 agonist	M1 antag	CHRM4 agonist	M5 antag	M4 antag	CHRM1 PAM	M1 ag	CHRM5 PAM
COc1ccc(Nc2nnc(Cc3ccncc3)c3ccccc23)c(OC)c1	-5	4	1	8	8	3	51*	-3
